Dynein cargo inh: blocks dynein driven cargo transport along microtubules | 220,000 tested, 0.47% active | z-score, hits read low | 3617.4 mouse cells, GR-EGFP nuclear translocation imaging; test concentration mostly 20 µM; stimulated with dexamethasone, 1 µM; active compounds read low | AID 1381;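 active means plate z-score of nuclear minus cytoplasmic receptor signal below a set negative limit, without overly bright fluorescence or cell loss, cut at about -3.5 in these data, passing the limit was not always enough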;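 further: z-score of nuclear minus cytoplasmic ring GR-EGFP intensity difference per well; some compounds called inactive have numbers as strong as hits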
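Buffer or medium: tet-free, stripped-serum medium; reagent: dexamethasone at 1.0 µM final, 30 min; incubation: 48 h induction, 1 h compound, 30 min dex at 37 °C; measured by: formaldehyde fixation, Hoechst nuclear stain, 10x automated fluorescence imaging; read-out: nuclear-to-cytoplasmic GR-EGFP distribution per well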
Hep lipid drop: hepatic lipid droplet formation modulation | AML12 mouse hepatocytes, oleate lipid droplets, BODIPY imaging | inhibition, % at 6.5 µM | 240,000 tested, 0.4% active | AID 1656;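 active means lipid droplet intensity inhibited by at least 50%, with more than 500 cells counted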
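material = mouse AML12 hepatocyte cell line, fixed after treatment | also added = 100 µM oleic acid challenge | doses = compound at 6.5 µM only | schedule = overnight exposure | technique = Image-based BODIPY and DAPI two-channel analysis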
CSM14.1 death rescue: protection against thapsigargin-triggered cell killing – 384-well, CSM14.1, ATP luminescence, primary screen (AID 1222) | CSM14.1 thapsigargin-induced death rescue, ATP luminescence; higher % means a stronger effect | cellular ATP content (survival), % at 20 µM, or EC50 in µM where a hit was titrated | 190,000 tested, under 10 active;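 active means EC50 below 50 µM in the dose-response confirmation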;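 further: death triggered by thapsigargin at about 15 µM added after 2 h compound pretreatment; cell ATP read after overnight thapsigargin exposure of roughly 18 to 22 hours; normalized against plate controls of thapsigargin alone and 5% DMSO vehicle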
bCat nuc transl: alters nuclear translocation of beta-catenin in HeLa cells | immunofluorescence imaging | nuclear translocation activity, % at 5 µM | 190,000 tested, 0.3% active;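 active means nuclear translocation activity above 50% at 5 µM, with a well cell count of 50 or more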;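 further: per-cell ratio of nuclear to cytoplasmic median beta-catenin stain intensity; plate controls were DMSO negative control for no effect and GSK-3 inhibitor IX positive control for full effect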
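Technique: fluorescence imaging of beta-catenin antibody stain plus DAPI / Material: human HeLa cell line / Incubation: compound treatment 24 h, 37°C, 5% CO2 / Read-out basis: % activation of per-cell nuclear versus cytoplasmic median beta-catenin signal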
MT stabilizer: microtubule stabilizers in HeLa cells; 200,000 tested, 0.83% active; % tubulin-high responders, % at 10 µM; AID 2205; HeLa tubulin immunostaining HCS, 24 h; share of cells brighter than vehicle mean+2SD;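 active means plate Z-score above 3 for both tubulin-high and condensed-nucleus cell shares, with cell loss under 80%, at 10 µM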;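 further: anti alpha tubulin signal scored within the nucleus-defined area of each cell; some results filed as inactive read as strong as hits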
Autophagy HCS: alters autophagy in cells. 190,000 tested, 0.98% active. MEF GFP-LC3 puncta imaging; test concentration mostly 10 µM. calls only at 10 µM (by protocol). AID 463193;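 active means percentage of spot-positive cells more than 3 SD above its plate mean, without a fluorescence outlier flag or 80% toxicity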;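 further: spot-positive cell cutoff set from DMSO-treated cells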
Ins promoter up: MIN6 insulin promoter up-regulation. MIN6 insulin promoter-GFP reporter, high-content imaging; active compounds read high. AID 1625. 190,000 tested, 0.3% active. z-score at 5 µM;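 active means z-score above 3 at 5 µM with at least 500 cells counted in the well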
T cell modulator: T cell immune modulators affecting CD8 T cell-vesicle binding; calls only at 7 µM; 2C CD8+ T cell-vesicle binding, flow cytometry; active compounds read low; AID 2052; 330,000 tested, 0.068% active;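 active means response, share of CD8 T cells binding vesicles, and their 90th percentile fluorescence all below set limits, cut at about 80% in these data, passing the limit was not always enough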
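Material: 2C TCR transgenic mouse naive CD8+ T cells, MACS-purified. Also added: QL9-charged Drosophila Ld/ICAM-1/B7-1 vesicles. Timing: binding 1.5 h at 37 °C. Measured by: high-throughput flow cytometry with anti-B7-1 and anti-CD8 staining. Read-out: percent CD8+ FL2 mean versus row control. Controls: Unloaded micro-vesicles (low), QL9 vesicles with 0.7% DMSO (high).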
PhoP inhibition: inhibitors of PhoP regulon expression, primary screen, Salmonella Typhimurium, GFP reporter (AID 1863). S. Typhimurium PhoP-regulated promoter GFP reporter, 4 h; higher % means a stronger effect. inhibition, % at 50 µM; hits with a dose series show IC50 in µM. 300,000 tested, 0.16% active;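 active means inhibition over 29.93%, a cutoff 3 SD above the screen mean, later confirmed by dose response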;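 further: 0% = low Mg2+ inducing control and 100% = high Mg2+ repressing control; strong numbers were not always called active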
Dynein cargo inh cytoplasmic EGFP: second read-out of Dynein cargo inh, no call of its own (marks repeat the call); z-score; measured here: cytoplasmic GR-EGFP intensity; active compounds read high
Dynein cargo inh nuclear GR-EGFP: second read-out of Dynein cargo inh, no call of its own (marks repeat the call); z-score; measured here: nuclear GR-EGFP intensity;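 lower value marks the stronger effect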
Dynein cargo inh cell count: further read-out of Dynein cargo inh, marked with its call; z-score; measured here: cell count per field
Ins promoter up cell count: further read-out of Ins promoter up, marked with its call; cell count; measured here: cytotoxicity, nuclei count;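 total cells summed across four imaged fields per well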
Hep lipid drop cells 6.5 µM: further read-out of Hep lipid drop, marked with its call; cell count; measured here: cell count, cytotoxicity flag;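 cells counted across two imaged fields per well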
bCat nuc transl cell count 5 µM: further read-out of bCat nuc transl, marked with its call; cell count; measured here: cell count, cytotoxicity flag
T cell modulator vesicle-bound %: also measured in T cell modulator; calls as there; double positive events, %; measured here: CD8+ vesicle-bound cell fraction;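 binding gate set so that unloaded-vesicle control wells show 10% double positive cells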
MT stabilizer Hoechst-high %: second read-out of MT stabilizer, no call of its own (marks repeat the call); % Hoechst-high responders; measured here: nuclear condensation Hoechst responders;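 share of cells brighter than vehicle mean plus two SD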
MT stabilizer cytotoxicity %: recorded beside MT stabilizer, whose call it bears; toxicity, %; measured here: cytotoxicity by cell density;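 0% = mean cell density of plate MIN control wells and 100% = no cells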
Autophagy HCS cell loss 18 h: also measured in Autophagy HCS; calls as there; toxicity, %; measured here: cell loss, nuclei count;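 cell loss after 18 h compound exposure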
Active calls of the source: *; i = inactive; nt = no result given. An unsorted share of the library, and some 3% of all compounds hit somewhere here.

SMILES	Dynein cargo inh	Dynein cargo inh cytoplasmic EGFP	Dynein cargo inh nuclear GR-EGFP	Dynein cargo inh cell count	Hep lipid drop	Hep lipid drop cells 6.5 µM	CSM14.1 death rescue	bCat nuc transl	bCat nuc transl cell count 5 µM	MT stabilizer	MT stabilizer Hoechst-high %	MT stabilizer cytotoxicity %	Autophagy HCS	Autophagy HCS cell loss 18 h	Ins promoter up	Ins promoter up cell count	T cell modulator	T cell modulator vesicle-bound %	PhoP inhibition
COc1ccc(-n2c(C)cc(SC)c(C(C)=O)c2=S)cc1	0.99	-0.34	0.49	-0.12	-22	655	-2.8%	-2.4	1077	2.2	1.6	5.3	i	4	1.1	855	i	45	-16%
Cc1ccc(-c2c(C)sc(NC(=O)C3C4CCC(O4)C3C(=O)O)c2C(=O)OC(C)C)cc1 (stereo unspecified)	-0.88	-0.2	-0.46	0.44	nt	nt	-0.8%	-0.9	1354	0.9	1.8	6.0	i	-2	-0.18	1545	i	40	-11%
O=C(Nc1cccc(Cl)c1)c1ccc(NCCCN2CCOCC2)c([N+](=O)[O-])c1	0.54	-0.1	0.28	-0.61	nt	nt	3.6%	-0.6	1332	2.0	1.4	8.0	i	7	-0.58	1555	i	54	2%
COc1ccc(-c2nnc(NC(=O)C3CCCO3)s2)cc1 (stereo unspecified)	-0.22	-0.15	-0.78	-0.53	nt	nt	-1.4%	-2.5	1364	2.0	1.3	2.4	i	3	0.74	1704	i	11	-2%
COc1ccc(/C=N\NC(=O)C2COc3ccccc3O2)cc1O (stereo unspecified)	-0.14	-0.053	0.33	0.59	16	751	nt	11	1014	nt	nt	nt	nt	nt	0.12	1031	i	24	0%
O=C(Cc1ccccc1[N+](=O)[O-])NCc1ccco1	-0.24	-0.17	0.043	-0.02	8	707	-5.7%	0.3	1095	3.3	2.2	11	i	2	0.38	1188	i	55	-5%
COc1ccc(CN2C3CCCC2CC(NC(=O)Nc2cccc(C)c2)C3)cc1 (stereo unspecified)	-1.5	-0.26	-0.6	0.51	-3	740	-2.9%	-1.9	1141	1.5	1.8	9.9	i	-1	-0.78	761	i	38	-13%
CCOC(=O)c1c(-c2ccccc2)oc2ccc(O)c(CN3CCN(C)CC3)c12	0.45	-0.27	0.87	0.065	-17	683	-3.2%	3.1	402	2.8	1.4	5.4	i	5	-2	951	i	8	-5%
COc1ccc(CCNC(=O)/C(C#N)=C2\N=C(NC(=O)c3ccco3)c3ccccc32)cc1	0.021	-0.22	-0.2	-0.18	nt	nt	nt	4.9	1251	nt	nt	nt	nt	nt	-1.3	1359	i	4	-8%
O=c1c2ccccc2[nH]c(=S)n1Cc1cccs1	0.62	-0.23	0.42	0.17	16	744	-1.3%	nt	nt	5.1	2.4	6.3	i	-1	1.7	1252	i	46	5%
CCOc1cc(/C=C2\C(=O)ON=C2C)ccc1OCc1ccccc1	1.1	-0.068	0.67	-1.3	-2	522	-0.6%	-0.2	580	4.4	1.9	9.4	i	-5	0.29	1325	i	55	2%
CCCSC1=NN2CCCC(=O)N=C2S1	0.22	-0.11	-0.19	0.59	-3	692	-1.3%	-1.6	1098	4.1	2.3	7.8	i	-16	1.2	1067	i	27	0%
COC(=O)c1cc(=O)cc(C(=O)OC)o1	2.4	-0.064	0.94	-1.8	0	731	0.1%	-3.5	1208	2.6	1.7	6.1	i	2	nt	nt	i	18	9%
CC(C)C(c1nnnn1C(C)(C)C)N1CCC(Cc2ccccc2)CC1 (stereo unspecified)	0.062	-0.18	1.2	-0.89	7	674	-3.1%	-3.2	550	4.7	2.7	11	i	8	0	1214	i	51	-6%
CCOC(=O)CCc1c(C)nc(SCCN2CCCC2)c(C#N)c1C	0.4	-0.15	0.64	-1.1	nt	nt	-0.2%	-0.8	1169	4.6	2.4	3.6	i	8	nt	nt	i	25	13%
Oc1ccc(/C=N/N=C(c2ccccc2)c2ccccc2)c(O)c1O	-1.3	0.069	-1	1.2	-2	687	-1.0%	-1.8	1149	3.9	2.9	2.4	i	-9	0.26	1207	i	35	14%
CCC(=O)Oc1cccc(C(=O)Nc2ccc(-c3nnc(-c4ccco4)o3)cc2)c1	0.073	-0.21	0.026	0.87	nt	nt	-0.7%	-2.3	1167	3.1	1.5	7.2	i	4	-1	856	i	56	-7%
N=c1n(CCO)c2ccccc2n1Cc1ccc(Cl)cc1	0.9	-0.2	0.24	-0.61	nt	nt	-0.4%	-2.4	1103	3.3	3.2	12	i	7	-0.3	956	i	43	40%
CN(C(=O)CS(=O)(=O)Cc1ccccc1Cl)c1ccccc1	-0.92	-0.23	-0.27	0.51	5	615	0.1%	-0.1	1592	1.7	1.6	11	i	-41	nt	nt	i	44	3%
O=C(NCc1cccnc1)c1ccc(Cn2c(=S)[nH]c3ccc(Br)cc3c2=O)cc1	-1.4	-0.32	-0.71	1.3	6	695	-0.4%	-4.0	1050	2.5	2.7	7.2	i	1	nt	nt	i	16	0%
O=C(NN1C(=O)C2CC=C(Cl)CC2C1=O)c1ccncc1 (stereo unspecified)	2.7	-0.033	2	-2.4	4	601	0.0%	-1.9	1114	2.6	2.2	10.0	i	16	0.25	1489	i	24	-8%
Cc1cc(NC(=O)COC(=O)COc2ccc(C(=O)c3ccccc3)cc2)no1	-1	-0.28	-0.15	0.29	nt	nt	-0.9%	2.4	1364	4.1	3.5	7.7	i	-12	-0.45	1643	i	50	6%
Cc1ccc(-c2nn(Cc3ccccc3)cc2/C=C/C(=O)O)cc1C	-0.39	-0.15	-0.062	0.54	8	768	-0.1%	nt	nt	1.4	1.7	5.0	i	-1	-0.35	913	i	48	5%
C[C@@H](C(=O)Nc1ccc2ccccc2c1)[C@H]1C[C@]1(C)[C@H](NS(=O)(=O)c1ccc(-c2ccccc2)cc1)c1ccccc1	0.16	-0.25	0.5	0.45	5	680	0.2%	nt	nt	2.8	3.6	7.9	i	8	-0.15	949	i	26	7%
Cc1ccccc1/C=C/C(=O)N1CCOCC1	-0.28	-0.28	0.13	0.4	2	768	-1.7%	1.5	1010	1.3	1.1	4.6	i	-4	0.11	1473	i	28	3%
More structures follow.
SMILES	Dynein cargo inh	Dynein cargo inh cytoplasmic EGFP	Dynein cargo inh nuclear GR-EGFP	Dynein cargo inh cell count	Hep lipid drop	Hep lipid drop cells 6.5 µM	CSM14.1 death rescue	bCat nuc transl	bCat nuc transl cell count 5 µM	MT stabilizer	MT stabilizer Hoechst-high %	MT stabilizer cytotoxicity %	Autophagy HCS	Autophagy HCS cell loss 18 h	Ins promoter up	Ins promoter up cell count	T cell modulator	T cell modulator vesicle-bound %	PhoP inhibition
CN(C)c1ccc(P(=O)(OC2CCCCC2)C(Nc2ccccc2)c2cccnc2)cc1 (stereo unspecified)	-0.33	-0.19	0.2	0.61	8	690	nt	-0.7	1292	nt	nt	nt	nt	nt	nt	nt	i	58	0%
CCCOc1ccc(C(C)=O)cc1CSc1nc(O)cc(=O)[nH]1	-0.25	-0.25	0.061	0.64	-25	674	-0.2%	nt	nt	1.1	1.8	6.2	i	0	0.14	903	i	55	-4%
COc1ccc2c(CC(=O)NCCN3C(=O)S/C(=C\c4cccnc4)C3=O)coc2c1	1.5	-0.24	0.23	-2.4	0	649	-0.4%	1.2	997	2.2	2.5	9.0	i	-3	1.5	1220	i	53	4%
CCOc1ccc(C(=O)CN2CCN(S(=O)(=O)c3ccc(F)cc3)CC2)cc1	0.42	-0.075	0.7	-1.4	nt	nt	-1.9%	nt	nt	1.3	1.3	7.1	i	10	nt	nt	i	22	1%
CC1CCc2nc3ccccc3c(C(=O)OCC(=O)N3CCc4ccccc43)c2C1 (stereo unspecified)	-0.81	-0.31	-0.57	0.26	-2	663	-1.4%	nt	nt	2.3	2.8	10.0	i	-2	-7.3	521	i	45	-6%
Cc1ccc(-c2nc(CS(=O)CC(=O)NCc3ccc(Cl)cc3)c(C)o2)cc1 (stereo unspecified)	-0.74	-0.2	-0.27	0.27	nt	nt	0.3%	nt	nt	8.4	2.3	4.9	i	6	1.2	754	i	18	8%
CNc1cc(-n2nc(C)cc2-c2ccccc2)ncn1	-0.54	-0.22	-0.22	0.004	nt	nt	-0.7%	-0.5	1139	1.3	1.2	4.2	i	7	0.02	1001	i	48	0%
Cc1ccc(-c2cc(C(=O)Nc3cnn(C(C)C)c3)no2)cc1	0.29	-0.24	0.4	-0.29	nt	nt	-2.9%	-1.4	1362	4.8	1.7	1.0	i	-8	-0.76	1080	i	29	-11%
COCCn1c(C)cc(C(=O)COC(=O)CNC(=O)c2ccccc2)c1C	0.38	-0.24	1.1	-0.77	0	651	-3.6%	1.7	934	4.3	3.1	9.2	i	-2	nt	nt	i	50	1%

Screens deposited in PubChem BioAssay by several laboratories.
